# CD11b adhes enh: CD11b/CD18-fibrinogen binding enhancement; P05107+P11215; K562 CD11b/CD18 adhesion to fibrinogen, ATPlite luminescence; activation, % at 10 µM; 93,000 compounds, 0.07% hits; AID 1499;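 active means 10 µM primary screen giving 50% or more activity, confirmed by 40% or more on retest at that dose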; further: strong numbers were not always called active; reference of the scale not given here
# Target sequence (P05107 whole entry, looked up, other chains not shown): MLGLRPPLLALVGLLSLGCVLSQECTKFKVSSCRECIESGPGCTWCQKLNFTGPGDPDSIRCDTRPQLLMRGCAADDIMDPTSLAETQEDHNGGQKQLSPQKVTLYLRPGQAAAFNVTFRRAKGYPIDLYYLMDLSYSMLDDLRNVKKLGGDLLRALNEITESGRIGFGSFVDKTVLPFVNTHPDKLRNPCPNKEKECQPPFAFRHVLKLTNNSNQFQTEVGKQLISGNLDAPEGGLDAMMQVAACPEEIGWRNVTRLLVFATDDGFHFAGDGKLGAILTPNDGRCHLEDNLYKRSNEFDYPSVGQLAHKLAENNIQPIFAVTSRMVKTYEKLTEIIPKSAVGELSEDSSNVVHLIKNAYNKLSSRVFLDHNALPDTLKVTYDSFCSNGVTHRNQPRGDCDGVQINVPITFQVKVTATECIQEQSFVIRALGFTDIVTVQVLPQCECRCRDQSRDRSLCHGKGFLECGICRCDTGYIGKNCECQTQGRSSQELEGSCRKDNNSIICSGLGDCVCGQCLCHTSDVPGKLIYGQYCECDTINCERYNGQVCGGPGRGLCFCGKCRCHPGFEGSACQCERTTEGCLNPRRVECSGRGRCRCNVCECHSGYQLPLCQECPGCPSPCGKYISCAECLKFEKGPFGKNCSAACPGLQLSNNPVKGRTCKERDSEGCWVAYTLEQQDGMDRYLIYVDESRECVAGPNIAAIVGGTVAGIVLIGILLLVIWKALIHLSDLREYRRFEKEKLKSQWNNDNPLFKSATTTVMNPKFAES
# Mac1 fbg inh: inhibitors of human CD11b/CD18 binding to fibrinogen | P05107+P11215 | K562 CD11b/CD18 adhesion to fibrinogen, ATPlite luminescence; Mn2+ added to activate the integrin | inhibition, % at 10 µM | 93,000 compounds, 0.54% hits | AID 1497;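 active means primary inhibition of 50% or more at 10 µM, then 40% or more on retest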; further: some results filed as inactive read as strong as hits
# Starred values were filed as active, the others as inactive. The list is partial (hit frequency here may not be typical).
SMILES,CD11b adhes enh,Mac1 fbg inh
CCOCCCN1CN(Cc2ccccc2)CNC1=S,3,-7
CN(CC(=O)Nc1ccc(N2CCOCC2)cc1)CC(=O)Nc1ccccc1C#N,-1,8
COc1ccc(-c2csc(NC(=O)C3CC(=O)N(c4ccc5c(c4)OCCO5)C3)n2)cc1 (centres undefined),23,34
Cc1cccc(/C=N/NC(=O)CN2CCCCCCC2)c1,3,9
CN(C1CCCCC1)S(=O)(=O)c1ccc(C(=O)N2CCN(c3nc4ccccc4s3)CC2)cc1,10,34
Cc1ccc(S(=O)(=O)NN2C(=O)/C(=C/c3cccn3C)SC2=S)cc1,-1,2
Cc1cccc(/C=C/c2nc3ccccc3c(=O)n2Cc2ccccc2)c1,0,20
O=C(COc1ccccc1C(=O)c1cnn(-c2ccccc2)c1)Nc1ccccc1,-5,57
CCCc1c(C)nc2c(Br)cccc2c1Cl,2,13
CCC(C)NC(=O)c1cc(Sc2nnc(C)s2)nc2ccccc12 (centres undefined),2,-4
O=S(=O)(Nc1ccc(-c2nnc(SCc3ccc(Cl)cc3)o2)cc1)c1ccccc1,-8,90
CCCOP(=O)(c1ccccc1)c1ccccc1,2,5
Cc1cc(=O)oc2cc(OCC(=O)N/N=C/c3cc([N+](=O)[O-])ccc3O)ccc12,54,13
COc1ccc(OC)c(/C=C/C(=O)Nc2ccc3c(c2)CCC3)c1,5,1
CC(C)(C)c1ccc(C(=O)OC/C(O)=C(\C#N)c2nc3ccccc3s2)cc1,-8,98
N/C(=N\OC(=O)N1c2ccccc2Sc2ccccc21)c1ccccc1,12,19
O=C(COC(=O)c1cc(-c2cccnc2)nc2ccccc12)Nc1ccc(F)cc1F,6,2
O=C1c2ccccc2C(=O)N1CC(=O)N1c2ccccc2Sc2ccc(C(F)(F)F)cc21,6,-1
COc1cc(NC(=O)COC(=O)C2CC2)c(C)cc1[N+](=O)[O-],-6,7
Cn1c(=O)oc2cc(S(=O)(=O)N3CCCC(C(=O)NCC4COc5ccccc5O4)C3)ccc21 (centres undefined),0,18
CCN(CC)CCC#CC(O)(c1ccccc1)c1ccccc1,12,-20
CCOc1ccc(-n2ccnc2SCC(=O)N2CCCc3ccccc32)cc1,1,19
CN(Cc1ccccc1)C(=O)C1CCN(S(=O)(=O)c2cc([N+](=O)[O-])ccc2Cl)CC1,0,-10
N#C/C(=C\c1c(N(Cc2ccccc2)Cc2ccccc2)nc2ccccn2c1=O)C(N)=O,-1,11
O=C(Cn1cc(C(F)(F)F)ccc1=O)Nc1cccc(S(=O)(=O)N2CCOCC2)c1,-3,-15
CCCC(=O)Nc1c(-c2ccccc2)c(=O)c(C)nn1-c1ccc(Cl)cc1,4,0
O=c1c(Cl)c(NCc2ccc(F)cc2Cl)cnn1C12CC3CC(CC(C3)C1)C2,2,-4
CC1CCCC(NC(=O)COC(=O)[C@@H]2CC(O)CN2S(=O)(=O)c2ccc3c(c2)OCCO3)C1C (some centres undefined),-8,5
Cc1cccc(C)c1NC(=O)C(NC(=O)CN1C(=O)c2ccccc2C1=O)c1ccccc1 (centres undefined),16,26
Cc1cc(C)c(C(N)=O)c(SCC(=O)c2cc(C)c(C)cc2C)n1,-5,1
Cc1cc(-n2c(=O)c(C#N)cc3c(=O)n4ccccc4nc32)no1,-2,-3
COc1ccc(-c2cc(-c3nnc(COC(=O)C4CC4)o3)c3ccccc3n2)cc1OC,18,0
CNC(=O)N(O)C1N(NC(=O)Nc2cccc3ccccc23)C(=S)SC1(C)C (centres undefined),-2,5
COC(=O)c1c(NC(=S)NC(=O)c2ccco2)sc2c1CCCC2,3,1
Cc1ccc(C)c(NC(=S)N=Nc2c(O)n(C)c3ccc(S(=O)(=O)N4CCOCC4)cc23)c1,4,-18
Cn1c2ccccc2c(=O)c2c(=O)n(C3CCCCC3)c(-c3ccco3)nc21,-2,12
Cc1csc(NC(=O)c2ccc3c(=O)n4c(nc3c2)CCCCC4)n1,-1,4
O=C(OC(c1ccccc1)c1nccc2ccccc12)c1cc([N+](=O)[O-])cc([N+](=O)[O-])c1 (centres undefined),-1,14
CNC(=S)N(Cc1ccc(OC)cc1)C1CC(=O)N(c2ccc(C(=O)OC)cc2)C1=O (centres undefined),6,-1
Nc1nnc(SCC(=O)OCc2ccc(Cl)c(Cl)c2)s1,6,24

# By substructure, the entries above containing a cyano group
SMILES,CD11b adhes enh,Mac1 fbg inh
CN(CC(=O)Nc1ccc(N2CCOCC2)cc1)CC(=O)Nc1ccccc1C#N,-1,8
CC(C)(C)c1ccc(C(=O)OC/C(O)=C(\C#N)c2nc3ccccc3s2)cc1,-8,98
N#C/C(=C\c1c(N(Cc2ccccc2)Cc2ccccc2)nc2ccccn2c1=O)C(N)=O,-1,11
Cc1cc(-n2c(=O)c(C#N)cc3c(=O)n4ccccc4nc32)no1,-2,-3

# (further entries)
SMILES,CD11b adhes enh,Mac1 fbg inh
COc1ccccc1CC(=O)Nc1ccc2c(c1)CCC2,-1,-9
COc1ccc(-n2cc(-c3ccc(C)cc3)[n+]3c2SCC3)cc1,-1,43
O=C1CN(C(=O)COC(=O)c2ccc(N3CCCCCC3)c([N+](=O)[O-])c2)c2ccccc2N1,0,4
O=C(COC(=O)[C@H](Cc1ccccc1)NC(=O)c1cccs1)Nc1ccccc1C(F)(F)F,1,9
CCc1ccccc1NC(=O)CC(c1ccc(OC)cc1)n1cccc1 (centres undefined),0,-17
Cc1cc(C(=O)N/N=C/c2c[nH]c3ccccc23)c(C)o1,0,19
COC(=O)c1ccc(C)c(NC(=O)CCc2ccc(OC)cc2)c1,-2,20
COC(=O)c1c(C)oc2ccc(N(C(=O)Oc3ccccc3)S(=O)(=O)c3ccccc3)cc12,28,2
CC(OC(=O)c1cc(S(=O)(=O)Nc2ccc(F)cc2)ccc1Cl)C(=O)Nc1ccc2c(c1)OCCO2 (centres undefined),2,-3
COc1ccc(OCC(=O)NNC(=O)c2cccc(S(=O)(=O)N(C)C)c2)cc1,-1,-10
CCCCCC(=O)N/N=C/c1ccc(N(C)C)cc1,4,1
C/C(CC(=O)Nc1ccc(F)cc1)=N\NC(=O)Cc1csc(N)n1,-1,-20
Cc1nn(C(C)C(=O)N2CCN(c3ccccn3)CC2)c(=O)c2cc3occc3n12 (centres undefined),-2,-1
CC1=CC(=C(C#N)c2nc3ccccc3s2)C=C(C)N1c1ccc(F)cc1,-1,19
S=C(NCc1ccco1)Nc1cc(Cl)c(Cl)cc1Cl,-3,0
CCOC(=O)CSc1nc(C2CC2)cc(-c2ccc(Cl)cc2)c1C#N,9,6
CCCn1c(SCC(=O)Nc2nc(-c3ccc(OC)cc3)cs2)nc2c1c(=O)n(C)c(=O)n2C,13,-9
Cc1ccccc1-n1nnnc1SCCCC(=O)c1ccc(F)cc1,-4,63
COc1ccc(NC(C)=O)cc1NC(C)C(=O)Nc1cc(C(F)(F)F)ccc1N1CCOCC1 (centres undefined),1,18
CCOC(=O)N1CCN(CC(=O)c2c(C)[nH]c3ccccc23)CC1,8,-16
C=CCn1c(SCc2csc(-c3ccc(Cl)cc3)n2)nnc1-c1ccccc1OC,7,24
CC(C)Oc1ccc(/C(O)=C2/C(=O)C(=O)N(CCCn3ccnc3)C2c2cccnc2)cc1 (centres undefined),3,9
C=CCN1C(=O)/C(=C/c2ccc(OC)cc2)S/C1=N/c1nccs1,1,1
O=C(CNc1cccc2ccccc12)N/N=C/c1ccc([N+](=O)[O-])o1,2,29
CN(CC(=O)Nc1cccc2ccccc12)C(=O)/C=C/c1cccs1,0,4
O=C(NCc1cccnc1)/C(=C\c1ccc(-c2ccc(Cl)c(Cl)c2)o1)S(=O)(=O)c1ccccc1,2,57
CC12C(=O)N(NC(=O)c3ccncc3)C(=O)C1C1C=CC2C1 (centres undefined),7,-11
O=[N+]([O-])c1cc(S(=O)(=O)N2CCCCCC2)ccc1F,-1,-8
CCN(CC)C(=S)SCC(=O)c1c(C)[nH]c2ccccc12,0,4
COC(=O)C1=C(NC(=O)CCCCl)CCS1,-2,1
O=C(Nc1ccc(F)cc1F)c1cc2nc3c(c(C(F)(F)F)n2n1)CCCC3,100,10
CCN(C(=O)COC(=O)c1cc(-c2cccc3ccccc23)nc2ccccc12)C1CCS(=O)(=O)C1 (centres undefined),22,10
CCOC(=O)c1[nH]c2ccc(OC)cc2c1NC(=S)N1CCN(c2ccccc2)CC1,3,-4
COc1ccc(C)cc1NC(=O)C(Sc1nnc(-c2ccncc2)n1-c1ccc(Cl)cc1)c1ccccc1 (centres undefined),8,4
Cc1ccc(SCCC(=O)N/N=C/c2ccccc2O)cc1,-4,-1
CN(C)c1ccc(C2SCCN2C(=O)c2ccc([N+](=O)[O-])cc2)cc1 (centres undefined),0,-6
CC(C)Sc1nnc(CNC(=O)C23CC4CC(CC(C4)C2)C3)n1C1CCCCC1,-1,-9
NC(=S)N/N=C/c1ccccc1,1,-3
CSc1nnc(C)c(=O)n1COC(=O)c1ccc(S(=O)(=O)N2CCCC2)cc1,-1,27
CCOc1ccc(NC(=O)/C=C/c2ccccc2)c([N+](=O)[O-])c1,-2,14

# Seven records picked at random from those above, as already listed:
SMILES,CD11b adhes enh,Mac1 fbg inh
Cc1ccc(SCCC(=O)N/N=C/c2ccccc2O)cc1,-4,-1
CCN(C(=O)COC(=O)c1cc(-c2cccc3ccccc23)nc2ccccc12)C1CCS(=O)(=O)C1 (centres undefined),22,10
O=C(NCc1cccnc1)/C(=C\c1ccc(-c2ccc(Cl)c(Cl)c2)o1)S(=O)(=O)c1ccccc1,2,57
CC(C)Oc1ccc(/C(O)=C2/C(=O)C(=O)N(CCCn3ccnc3)C2c2cccnc2)cc1 (centres undefined),3,9
C=CCn1c(SCc2csc(-c3ccc(Cl)cc3)n2)nnc1-c1ccccc1OC,7,24
O=C(Nc1ccc(F)cc1F)c1cc2nc3c(c(C(F)(F)F)n2n1)CCCC3,100,10
O=C(CNc1cccc2ccccc12)N/N=C/c1ccc([N+](=O)[O-])o1,2,29

# Returning to the listing with the two entries that preceded the break.
SMILES,CD11b adhes enh,Mac1 fbg inh
CSc1nnc(C)c(=O)n1COC(=O)c1ccc(S(=O)(=O)N2CCCC2)cc1,-1,27
CCOc1ccc(NC(=O)/C=C/c2ccccc2)c([N+](=O)[O-])c1,-2,14
O=C(COC(=O)c1sc2cc(F)ccc2c1Cl)Nc1ncc(Cl)cc1Cl,46,-19
CCn1c(-c2csc3c2CCC(C)C3)n[nH]c1=S (centres undefined),-4,1
COc1cccc(N2CC(C(=O)Nc3nnc(SCc4cccnc4)s3)CC2=O)c1 (centres undefined),4,2
c1ccc2c(c1)OCC(CNc1ncnc3sccc13)O2 (centres undefined),-8,100*
CCC(=O)Nc1cccc(NC(=O)c2ccc3c(c2)OCCO3)c1,-4,15
CNC(=S)SCCOc1ccccc1C,0,1
O=C(Cc1nc2ccccc2[nH]1)N/N=C/c1ccccc1,0,-18
Cc1cc(C(=O)CN2CCC(C)CC2)c(C)n1-c1ccc(F)cc1,29,-15
c1ccc2c(c1)CCN(c1ncnc3c1[nH]c1ccccc13)C2,-14,102
CNC(=S)N/N=C/c1c(C)nn(-c2cccc(Cl)c2)c1Cl,11,-12
Cc1nn(-c2ccccc2)c(C)c1/C=N/Nc1nc2ccccc2[nH]1,-1,50
Cc1nnc(SCC(=O)NN2C(=O)NC3(CCCCC3)C2=O)s1,-4,-3
CC(=O)c1ccc(NC(=O)c2cc(Cl)sc2Cl)cc1,-3,-26
Cc1cc(Oc2ccccc2)nc2ccc(O)cc12,-4,-8
Cc1cccc(NC(=O)COc2cccc3c2CCN(Cc2ccccc2)C3=O)c1C,-1,-17
Cc1ccc(C(=O)Nc2ncc(Cc3ccc(SC(F)F)cc3)s2)cc1,6,22
Cc1cccc(CSc2nnc(C)c(=O)n2N)c1,-2,-11
O=C(Nc1ccc(Cl)cc1)Nc1nnc(CSCc2ccccc2)s1,31,8
CC(/C=C/c1ccc2c(c1)OCO2)=N/NC(=O)c1ccc(C)nc1,4,-8
Brc1csc(/C=N/Nc2nc3ccccc3s2)c1,21,35

# Complete entries as entered above. Order of screens: CD11b adhes enh	Mac1 fbg inh
# Entry for CC(/C=C/c1ccc2c(c1)OCO2)=N/NC(=O)c1ccc(C)nc1 : 4	-8
# Entry for Cc1nnc(SCC(=O)NN2C(=O)NC3(CCCCC3)C2=O)s1 : -4	-3
# Entry for CNC(=S)SCCOc1ccccc1C : 0	1
# Entry for O=C(COC(=O)c1sc2cc(F)ccc2c1Cl)Nc1ncc(Cl)cc1Cl : 46	-19

# Next entries.
SMILES,CD11b adhes enh,Mac1 fbg inh
COc1ccc(CCNC(=O)CCNC(=O)c2ccc(Cl)cc2)cc1OC,1,1
CCOC(=O)c1cnc2ccc(Cl)cc2c1Nc1ccc(S(=O)(=O)Nc2ncccn2)cc1,5,-16
CCCCn1c(SCC(=O)Nc2cc(C(F)(F)F)cc(C(F)(F)F)c2)nnc1C(CC)N(C)C (centres undefined),5,16
O=C(Nc1ccc(C(F)(F)F)cc1)C1(c2ccccc2)CC1,2,28
CSc1ccc(/C=N/NC(=O)CN2CCN(Cc3ccccc3)CC2)cc1,0,-21
Cc1ccc(NC(=O)CN(C)Cc2ccc(F)cc2)c([N+](=O)[O-])c1,-1,16
CCOc1ccc(NC(=O)COc2ccc(C(=O)NC3CCCc4ccccc43)cc2OC)cc1 (centres undefined),37,2
O=C(CSCc1ccccc1)Nc1ccc(F)c(F)c1,5,15
Cc1ccccc1C(=O)NC(CC(C)C)C(=O)OCc1cc(=O)n2cc(Br)ccc2n1 (centres undefined),-1,5
CCOC(=O)c1cccc(-c2ccc(C=O)o2)c1,5,7

# Screens as filed in PubChem.
